Screening results deposited in PubChem BioAssay by several laboratories.
PPC-1+TRAIL kill: compounds killing PPC-1 cancer cells with TRAIL present (potentiator screen, no TRAIL-free arm); 220,000 compounds, 0.41% hits; AID 1443; PPC-1 cells + TRAIL, ATPLite viability luminescence; cell killing (% activity), % at 4 µM;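 active = cell killing above 50% in the first pass at 4 µM, then a duplicate retest at 5 µM averaging 50% or more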;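 note: plate controls were cells with TRAIL plus DMSO for no effect and medium-only wells lacking cells for full effect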
TNF death inh: inhibitors of TNF-alpha induced necroptosis in Jurkat FADD-/- cells. Jurkat FADD-/- TNF necroptosis rescue, ATP luminescence, 24 h; 0 = TNF only, 100 = no-TNF cells. activation (protection from cell death), % at 10 µM. 220,000 compounds, 0.068% hits. AID 463075;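 active = activation, meaning protection from cell death, of at least 50% relative to plate controls; inactive = activation below 50%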;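 note: necroptosis triggered by 40 ng/mL TNF-alpha added together with compound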
CHOP inhibitor: CHOP inhibition in unfolded protein response | inhibition, % at 10 µM | CHO-K1 CHOP-promoter luciferase, tunicamycin-induced, 15-18 h | 220,000 compounds, 3.8% hits | AID 2732;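 active = compounds that reduced the stress-induced luciferase reporter signal by more than about 70% of percent inhibition, limit read from the data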;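 note: 0% = tunicamycin plus vehicle and 100% = wells without tunicamycin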
Tb hexokinase: T. brucei hexokinase 1 inhibition | recombinant TbHK1, G6PDH-coupled NADH A340 | AID 1430 | 220,000 compounds, 0.11% hits | inhibition, % at 10 µM;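 active = inhibition of 50% or more in the single-dose primary screen; inactive = inhibition below 50%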
zVAD death inh: blocks zVAD induced death of L929 cells. L929 zVAD necroptosis rescue, ATP luminescence, 24 h; with zVAD 60 µM. viability rescue, % at 10 µM. 220,000 compounds, 0.38% hits;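 active = activation, scaled between plate controls, above about 75%, limit read from the data; inactive = activation under that limit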;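 note: 0% = zVAD with DMSO and 100% = DMSO alone without zVAD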
PGE2 EP2 inh: inhibitors of human EP2 prostaglandin E2 receptor. C6 glioma cells expressing human EP2, cAMP TR-FRET; cells stimulated with saturating PGE2. inhibition, % at 25 µM. 260,000 compounds, 0.52% hits. AID 1422;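 active = percent inhibition above 40 after rounding to a whole number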;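 note: rat C6 glioma host cells with rolipram phosphodiesterase inhibitor present; the protocol text gives 20 µM as final concentration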
Target sequence (P43116 whole entry, looked up): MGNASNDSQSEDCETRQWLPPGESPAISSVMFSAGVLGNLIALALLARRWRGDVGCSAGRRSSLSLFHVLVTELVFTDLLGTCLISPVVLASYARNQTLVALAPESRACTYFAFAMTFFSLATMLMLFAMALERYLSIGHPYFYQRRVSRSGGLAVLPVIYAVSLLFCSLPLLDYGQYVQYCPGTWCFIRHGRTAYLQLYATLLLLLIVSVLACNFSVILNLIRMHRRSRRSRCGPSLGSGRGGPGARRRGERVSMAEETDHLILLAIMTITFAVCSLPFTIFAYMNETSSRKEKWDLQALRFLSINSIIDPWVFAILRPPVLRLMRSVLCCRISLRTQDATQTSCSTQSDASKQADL
FXIIa inh: factor XIIa (human) inhibition; purified FXIIa, Boc-QGR-AMC fluorogenic substrate, 2 h; 220,000 compounds, 0.3% hits; inhibition, % at 5 µM; in the data active = inhibition above about 40%;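 note: 0% = enzyme with no compound and 100% = blank without enzyme; many of its hits are not listed in these tables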
FXIa inh 1536: inhibitors of human coagulation factor XIa; 220,000 compounds, 0.14% hits; AID 798; purified FXIa, Boc-Glu-Ala-Arg-AMC fluorogenic substrate; inhibition, % at 5 µM; P03951;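 active = inhibition of at least 40%; inactive = inhibition below 40%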;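 note: fluorescence of freed AMC excited at 355 nm; 0% = enzyme without compound and 100% = no enzyme blank; many of its hits are not listed in these tables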
Wee1 stabilizer: inhibitors of human Wee1 degradation. P30291. HeLa Luc-Wee1K328M stability, luciferase luminescence; 100% = proteasome inhibitor MG132 effect. reporter increase, % at 5 µM. 220,000 compounds, 1.2% hits. AID 1321;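 active = activation above the mean of all tested compounds plus 3 SD, set per screening run, cut at about 8.8% in these data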;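 note: cells exposed to compound for 20 h before luminescence read; 0% = DMSO alone and 100% = MG132 at 30 µM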
Target sequence (P30291 whole entry K328M): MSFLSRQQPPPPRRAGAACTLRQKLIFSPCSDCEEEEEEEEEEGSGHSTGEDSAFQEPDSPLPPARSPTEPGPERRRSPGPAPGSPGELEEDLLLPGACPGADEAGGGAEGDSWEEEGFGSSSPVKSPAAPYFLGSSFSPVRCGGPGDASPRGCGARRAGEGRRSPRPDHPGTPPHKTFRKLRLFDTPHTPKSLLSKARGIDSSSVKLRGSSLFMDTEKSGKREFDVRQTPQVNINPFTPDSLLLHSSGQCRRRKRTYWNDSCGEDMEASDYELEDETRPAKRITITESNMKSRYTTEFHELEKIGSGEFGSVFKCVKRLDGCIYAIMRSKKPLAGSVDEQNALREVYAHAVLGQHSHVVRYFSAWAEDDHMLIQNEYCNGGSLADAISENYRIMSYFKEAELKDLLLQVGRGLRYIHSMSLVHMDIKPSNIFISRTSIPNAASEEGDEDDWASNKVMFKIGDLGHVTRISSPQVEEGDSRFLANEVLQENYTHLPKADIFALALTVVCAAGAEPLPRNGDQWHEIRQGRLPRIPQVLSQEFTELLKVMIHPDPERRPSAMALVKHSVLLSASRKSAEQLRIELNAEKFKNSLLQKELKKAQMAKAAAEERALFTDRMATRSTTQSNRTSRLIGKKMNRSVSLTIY
Active calls of the source: *; / = not tested or not shown; & = joins results of further samples; [ ] = another dose, or the depositor's remark.

canonical_smiles,zVAD death inh,TNF death inh,PGE2 EP2 inh,PPC-1+TRAIL kill,FXIIa inh,Wee1 stabilizer,FXIa inh 1536,CHOP inhibitor,Tb hexokinase
C=CCOc1ccc(/C=N/O)cc1Cl,0.9,-1.2,8,16,1,0,-4,18,34
Cc1noc(C)c1CSCc1ccc(Cl)cc1,-0.2,-0.5,4,22,5,-2,-1,8,4
COC(=O)CSc1nc(N2CCOCC2)c2c(c1C#N)CCCC2,0.0,1.2,3,11,8,-1,-1,5,-3
COC(=O)n1c(=O)oc2ccc(S(=O)(=O)N3CCCCC3)cc21,0.8,1.4,6,3,7,5,-5,15,-6
O=C(CSc1nc2ncccc2[nH]1)Nc1ccc2c(c1)OCO2,1.4,7.7,8,5,16,-4,5,-13,-8
C/C(CC(C)C)=N\Oc1nc(C)cc(C)n1,-0.4,1.0,9,14,9,-2,6,-12,-9
c1ccc(N2CCN(c3ncnc4scc(-c5cccs5)c34)CC2)cc1,0.1,0.5,7,10,15,5,-1,10,6
COc1cc(C(=O)N2CCN(c3ccc([N+](=O)[O-])cc3)CC2)ccc1OCc1c(C)noc1C,0.1,-3.8,13,0,1,-1,-9,-9,-15
Cc1ccc(-n2cccc2/C=C2/C(=N)N3C(=NC2=O)SN=C3S(C)(=O)=O)cc1Cl,-0.6,2.0,10,-4,16,0,12,1,34
Cn1nnnc1SCc1cccc2ccccc12,1.1,1.7,7,15,1,-1,6,4,-6
CC1CC(C)CN(C(=O)c2cccc3c2-c2ccccc2C3=O)C1 (stereo unspecified),-0.6,1.6,9,4,12,-2,2,-1,-8
O=C(CCc1nc2ccccc2c(=O)[nH]1)OCC(=O)c1ccc(C2CCCCC2)cc1,-0.1,1.0,9,6,18,-3,13,12,-5
Cn1c(CNC(=O)C(C)(C)C)nc2ccccc21,2.1,1.5,13,28,6,-1,0,3,-1
CC(C)(C)c1ccc(-c2cc(C(=O)NNC(=O)Nc3ccccc3)c3ccccc3n2)cc1,0.0,-1.1,16,64*[5 µM],-9,-3,3,94*,-19
Cc1cc2c(c(SCC(=O)N(C)c3ccccc3)n1)C(=O)OC2,1.9,0.5,19,4,9,-1,3,-15,-1
Cc1onc(-c2ccccc2)c1C(=O)N1CC(C)OC(C)C1 (stereo unspecified),0.1,-0.2,7,10,16,-2,11,-3,-5
O=C(CCS(=O)(=O)c1ccc(Br)cc1)Nc1cc(F)ccc1F,1.1,1.7,5,13,15,6,9,-1,14
CCCN(C(=O)c1cc2c(s1)CCC2)c1c(N)n(Cc2ccccc2)c(=O)[nH]c1=O,-0.1,1.7,12,2,2,2,1,4,-2
O=C(NCc1cccnc1)c1ccc(-c2cc(Cl)ccc2Cl)o1,0.5,0.4,4,23,3,2,-1,44,-2
CC(C)C(C(=O)OCC(=O)c1ccccc1)N1C(=O)C2C3C=CC(C3)C2C1=O (stereo unspecified),-0.3,0.4,4,14,4,-1,-2,-10,0
CC(=O)N1C(=O)/C(=C2\SC(=S)N(c3c(C)n(C)n(-c4ccccc4)c3=O)C2=O)c2ccccc21,0.3,-3.5,8,16,6,0,-6,33,-10
CC(=O)C(C)Oc1ncn(-c2ccccc2)n1 (stereo unspecified),0.2,0.9,14,14,-3,-1,-13,-7,-6
O=C(CSc1nnc(Cc2ccccc2)o1)Nc1ccc2c(c1)OCO2,0.5,0.8,12,8,7,0,-1,0,-10
Cc1ccc(N=C2NC(=O)C(CC(=O)O)S2)cc1 (stereo unspecified),0.4,-0.7,3,2,17,0,6,9,0
CCc1ccc(-c2nn(-c3ccccc3)cc2C2SCC(=O)N2Cc2ccco2)cc1 (stereo unspecified),-1.6,0.7,/,7,14,1,5,27,-3
Cc1ccc(CNC(=O)CCS(=O)(=O)c2ccc(Cl)cc2)cc1,1.0,2.3,5,7,7,0,12,3,-1
CCCCN(CC)C(=S)Nc1ccc2nc(N3CCN(C)CC3)cc(C)c2c1,0.4,2.7,3,22,9,-2,-1,-12,4
CCCCC(=O)Nc1ccc2c3c(cccc13)C(=O)N2CC,0.0,-2.3,9,0,11,-2,8,-12,9
CN(C)S(=O)(=O)c1ccc(N2CCCC2)c(C(=O)Nc2ccccc2OC(F)F)c1,-0.6,-0.2,7,1,9,3,-2,1,4
CCCCNC(=O)COC(=O)c1ccc(F)cc1Cl,1.3,0.4,7,24,11,-2,3,-2,1
Cc1ccc(S(=O)(=O)N/N=C/c2cc([N+](=O)[O-])ccc2O)cc1[N+](=O)[O-],0.5,1.9,0,-5,9,1,0,-2,-12
O=C(NCc1ccco1)C(c1ccncc1)N(C(=O)Cc1cccs1)c1ccccc1 (stereo unspecified),-0.3,-1.5,3,4,6,0,-1,10,9
CCOC(=O)c1c(-c2ccc(OC)c(OC)c2)csc1NC(=O)C1CCCO1 (stereo unspecified),1.9,2.1,15&4,19,10,-1,-2,12,-8
Cc1ccc(NC(=O)CCc2nnc(SCC(=O)Nc3ccccc3C)n2C)cc1Cl,0.3,-2.3,2,22,21,-3,6,-2,-2
CCOC(=O)Cn1c(=O)c2c(nc(N3CCCCC3)n2C)n(C)c1=O,-0.4,1.0,-2,-12,17,-1,3,-19,-3
CC(C)c1cc(C(=O)N2CCN(C(c3ccccc3)c3ccccc3)CC2)no1,/,1.0,8,14,15,4,6,82*,1
CCOC(=O)c1c(C)nc(SCC(N)=O)c(C#N)c1-c1ccccc1,0.9,0.5,9,1,19,-2,16,-45,-4
O=C(O)CC1(CC(=O)Nc2ccc(Oc3cccc(C(F)(F)F)c3)nc2)CCCC1,0.3,-2.8,10,2,0,1,1,-6,-3
COc1ccc(-c2nc(-c3cccc(C)c3)no2)cc1OC,0.5,0.5,15,-1,11,2,5,43,-1
COc1ccc(Cc2nc(C(=O)Nc3ccccc3)cs2)cc1,0.2,-1.6,/,23,21,0,8,21,27
CCOC(=O)Cc1csc(NC(=O)CSc2nc3sc(C(=O)O)c(C)c3c(=O)[nH]2)n1,-0.3,0.3,4,-34,29,2,18,2,-15
COCCn1c(SCC(=O)Nc2nnc(C)s2)nnc1-c1ccncc1,0.2,-0.4,9,20,8,0,-6,11,2
CCCCC(CC)CNC(=O)/C=C/c1ccc(F)cc1 (stereo unspecified),0.6,0.3,6,23,-2,1,-6,24,-2
Cc1ccc(SCc2cc(=O)[nH]c(N3CCN(Cc4ccccc4)CC3)n2)cc1,0.5,-0.6,5,26,-1,-1,-2,90*,-4
CC(=O)Nc1ccc(-c2cn3cccnc3n2)cc1,-0.2,-0.1,5,11,-21,0,-17,28,-12
O=C(CN1CCN(C(=O)c2ccco2)CC1)Nc1cc(Cl)ccc1Cl,0.8,1.5,7,1,4,1,-3,9,3
Cc1cc(NC(=O)NC(C)(C(F)(F)F)C(F)(F)F)no1,0.8,2.0,11,-5,8,0,-1,-10,-5
COc1ccc2ccc(=O)oc2c1CC=C(C)C,1.4,1.1,9&16,-17,13,3,4,22,-12
CC(C)(C)Nc1nc(OCC(F)(F)F)nc(OCC(F)(F)F)n1,-0.1,-0.1,5,15,10,0,-3,-11,0
Cc1ccccc1OCC(=O)Nc1cccc2nsnc12,0.8,-1.1,10,12,10,0,4,24,4

Next part
canonical_smiles,zVAD death inh,TNF death inh,PGE2 EP2 inh,PPC-1+TRAIL kill,FXIIa inh,Wee1 stabilizer,FXIa inh 1536,CHOP inhibitor,Tb hexokinase
NCCc1nnc(SCc2ccccc2)o1,-0.1,-2.3,3,1,-6,-2,-8,-30,-6
COc1ccc(N(CN2C(=O)c3ccccc3C2=O)C(=O)C(C)C)cc1,-0.2,-2.1,6,-1,11,-3,8,21,2
O=C1CCCN1c1ccc(S(=O)(=O)N2CCCCC2)cc1[N+](=O)[O-],1.6,0.5,12,8,-1,3,-7,8,-2
CC1CCCCN1CCNC(=O)c1cc2c(=O)n(C)c3ccccc3c2n1C (stereo unspecified),82*,7.1,3,5,10,0,-1,-10,0
O=C(Cc1cccc2ccccc12)N1CCN(c2ncccn2)CC1,0.7,1.6,5,-5,5,1,-10,10,-7
O=C(CSCC(=O)N1CCCCC1)Nc1nc(-c2cccs2)cs1,3.8,-0.8,12,-2,11,-1,0,4,6
O=C(NCCN1CCOCC1)c1ccc2c(c1)N(Cc1ccccc1)CCS2,0.9,-0.3,8,-1,-7,1,-8,-2,-13
Cc1ccc(CNC(=O)CCCc2ccccc2)cc1,2.4,4.4,10,-10,9,0,-4,15,-5
COc1ccccc1NC(=O)c1ccc(-n2cncn2)nc1,2.5,0.7,9,15,1,-3,-7,7,0
Cc1cc(C(=O)COC(=O)C2=NNC(=O)CC2)c(C)n1-c1ccc(OC(F)F)cc1,-0.5,-2.2,3,31,13,-1,-1,12,-8
C/C=C\C=C/C(=O)Nc1cccc(C2=NOC3(C2)C[C@@H](C(N)=O)N(C(=O)C2(C)CC2)C3)c1 (stereo partly specified),0.7,0.8,3,17,13,/,2,-7,-29
O=C(N/N=C/c1ccccn1)c1ccc(Br)cc1,0.3,-10,4,20,9,0,4,11,-3
CCOc1ccc(NC2=NC(C)(C)N=C(N)N2)cc1,0.7,0.0,6,24,-1,-2,8,8,1
CCCC(C)NC(=O)COC(=O)c1cc(Br)c(Br)s1 (stereo unspecified),6.1,0.2,6,14,4,-3,-2,16,-6
CC1(C)CC(=O)C(CC2=C(N)CC(C)(C)CC2=O)=C(N)C1,1.0,1.4,4,6,5,1,-2,21,-16
CC(C)c1ccc2[nH]c3nc(SCC(=O)N4CCOCC4)nnc3c2c1,3.6,0.4,11,15,9,6,-3,-6,-10
O=C1CC(N2CCN(c3ccccc3)CC2)C(=O)N1CCc1ccccc1 (stereo unspecified),0.7,1.0,6,19,13,-3,2,60,-5
COc1ccc(-c2nnc(SCC(=O)c3ccc4c(c3)OCCO4)o2)cc1,1.2,-0.1,22,/,/,1,/,/,-12
Cc1cc(Cl)ccc1OCCCC(=O)N1CCCc2ccccc21,-1.0,0.7,/,7,-4,5,-3,58,7
CCCCNc1nc2ccccc2n1CC(=O)Nc1ccc2c(c1)OCCO2,-0.7,3.6,3,-6,14,0,5,12,-4
COC(=O)c1c(C)[nH]c(C)c1-c1cccc([N+](=O)[O-])c1,8.4,-1.5,5,-2,14,-1,2,19,-2
CCOC(=O)c1sc(-c2cccs2)nc1C,0.8,0.2,12,20,3,1,-4,18,-12
O=C(c1ccco1)N1CCN(c2c([N+](=O)[O-])nn(-c3ccc(Cl)cc3)[n+]2[O-])CC1,0.9,1.4,5,-6,-3,1,-8,-12,-5
COc1ccc(NC(=O)c2nn(C)c(=O)c3ccccc23)cc1S(=O)(=O)Nc1ccccc1Cl,30,-0.5,9,1,3,-2,-5,-34,-5
CCN(CC)CCCN1C(=O)C(O)=C(C(C)=O)C1c1cccc(OC)c1 (stereo unspecified),0.3,-2.6,1,-3,-11,4,-22,0,-7
Cc1ccc(-n2c(SCC(=O)NCc3ccc4c(c3)OCO4)nnc2-c2cccnc2)c(C)c1,-0.1,-0.9,/,11,0,-1,-8,14,-3

These rows are one share of the data. The share of hits here may be higher or lower than overall.
